Assay outcomes as filed in PubChem BioAssay.
NOD2-RIPK2 inh – inhibitors of human NOD2-RIPK2 interaction | AID 624267 | 0.38% of 360,000 active | inhibition, % at 4.98 µM | O43353 | CHO BLA complementation NOD2-RIPK2, CCF4 ratio; in the data active = inhibition above about 21%;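 also: 0% = vehicle only and 100% = reference blocker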
Target sequence (O43353 whole entry, looked up): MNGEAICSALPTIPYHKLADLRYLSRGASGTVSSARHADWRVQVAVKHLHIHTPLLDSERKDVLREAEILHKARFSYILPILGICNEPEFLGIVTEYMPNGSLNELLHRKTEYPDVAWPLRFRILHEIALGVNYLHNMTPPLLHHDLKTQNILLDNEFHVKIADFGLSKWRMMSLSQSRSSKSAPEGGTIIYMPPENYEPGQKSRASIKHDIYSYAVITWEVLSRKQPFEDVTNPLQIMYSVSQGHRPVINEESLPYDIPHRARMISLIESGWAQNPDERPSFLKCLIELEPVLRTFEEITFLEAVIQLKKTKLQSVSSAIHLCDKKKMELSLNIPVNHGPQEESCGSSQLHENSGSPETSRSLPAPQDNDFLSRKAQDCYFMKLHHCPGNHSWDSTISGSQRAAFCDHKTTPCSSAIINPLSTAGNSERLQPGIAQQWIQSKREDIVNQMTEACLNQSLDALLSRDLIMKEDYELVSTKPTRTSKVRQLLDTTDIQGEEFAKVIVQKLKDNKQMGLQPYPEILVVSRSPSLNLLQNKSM
MC4R ag barr – human MC4R agonism via beta-arrestin | P32245 | U2OS MC4R beta-arrestin complementation, luminescence; percent of melanotan II response, DMSO zero | activation, % at 8.9 µM | 0.98% of 360,000 active | AID 540308;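 active = activation above a per-plate cutoff, the mean activation of sample wells on that plate plus 3 SD, cut at about 8% in these data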
MC4R antagonist – blocks human MC4R cAMP signaling; P32245; MC4R-expressing cells, MTII-stimulated cAMP, LANCE TR-FRET; inhibition, % at 6.5 µM; 0.48% of 360,000 active;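 active = inhibition above its plate's cutoff, the mean of tested wells on that plate plus 3 SD, cut at about 29% in these data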;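 also: 0% = Melanotan II alone and 100% = Melanotan II plus saturating MCL0020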
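material = U2OS cells stably expressing human melanocortin 4 receptor (MC4R) | also added = Melanotan II challenge | dosing = single nominal compound dose of 6.5 µM | detection = TR-FRET with Eu-cAMP and labeled anti-cAMP, 671 nm | replication = singlicate | timing = compound 30 min, challenge 1 h, detection 1 h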
NR5A2 inv ag – inverse agonists of human LRH-1 (NR5A2); O00482; HEK293T StAR-luciferase reporter, LRH-1 transfected, 24 h; 0.13% of 360,000 active; inhibition, % at 3.6 µM;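 active = inhibition above the mean inhibition of all tested compounds plus 3 SD, cut at about 73% in these data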;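 also: 0% = DMSO wells and 100% = reporter-only cells lacking LRH-1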
Target sequence (O00482 whole entry, looked up): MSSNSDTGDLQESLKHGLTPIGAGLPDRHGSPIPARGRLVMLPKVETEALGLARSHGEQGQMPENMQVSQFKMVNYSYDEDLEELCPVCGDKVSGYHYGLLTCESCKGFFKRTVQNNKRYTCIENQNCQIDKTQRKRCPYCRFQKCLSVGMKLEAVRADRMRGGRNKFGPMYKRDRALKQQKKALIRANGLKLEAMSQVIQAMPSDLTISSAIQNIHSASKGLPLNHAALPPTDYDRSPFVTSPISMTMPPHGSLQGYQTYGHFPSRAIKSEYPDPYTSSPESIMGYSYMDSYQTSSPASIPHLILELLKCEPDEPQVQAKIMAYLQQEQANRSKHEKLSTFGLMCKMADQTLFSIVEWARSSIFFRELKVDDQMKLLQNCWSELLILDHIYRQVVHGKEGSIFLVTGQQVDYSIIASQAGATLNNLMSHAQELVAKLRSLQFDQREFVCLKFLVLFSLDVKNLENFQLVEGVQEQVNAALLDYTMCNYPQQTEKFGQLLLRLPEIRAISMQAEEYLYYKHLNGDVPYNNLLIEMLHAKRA
COUP-TFII inh – NR2F2 (human) inhibition, primary screen; P24468; HEK293T NGFI-A luciferase reporter, luminescence; inhibition, % at 8.6 µM; 0.7% of 370,000 active;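 active = inhibition above a per-plate cutoff, mean inhibition of test wells between control levels plus 3 SD, cut at about 38% in these data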;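 also: cells cotransfected with COUP-TFII expression vector driving the NGFI-A reporter; 0% = median of COUP-TF2 test wells and 100% = reporter-only cells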
TLR9-MyD88 inh – blocks human TLR9 binding to MyD88; CHO BLA complementation TLR9-MyD88, CCF4 FRET ratio; 0.21% of 340,000 active; AID 504734; inhibition, % at 4.98 µM;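 active = inhibition above the mean over all tested compounds plus 3 SD, cut at about 21% in these data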;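 also: 0% = DMSO only wells and 100% = clavulanate BLA inhibitor control wells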
ABHD5 PLIN5 PPI – inhibitors of human ABHD5-perilipin-5 interaction; Q00G26+Q8WTS1; Split G. princeps luciferase complementation, luminescence, 4 h; inhibition, % at 4 µM; 0.78% of 360,000 active;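 active = inhibition above the mean inhibition across every tested compound plus 3 SD, cut at about 22% in these data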;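 also: 0% = DMSO only wells and the 100% control is not disclosed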
EBV LMP1 NFkB – Epstein-Barr LMP1 NF-kappaB reporter inhibition. AID 504558. LMP1-induced NF-kappaB luciferase reporter cells, luminescence. inhibition, % at 12.5 µM. 0.69% of 350,000 active; in the data active = inhibition above about 41%;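 also: 0% = neutral control wells and 100% = reference inhibitor control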
SRC2 inh – inhibits human steroid receptor coactivator 2; HEK293 GAL4-SRC2 luciferase reporter, luminescence; inhibition, % at 9 µM; 0.17% of 370,000 active;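 active = inhibition above the mean inhibition of all tested compounds plus 3 SD, set per campaign, cut at about 52% in these data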;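 also: 0% = DMSO treated cells and 100% = cells given Gossypol at 36 µM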
NCOA1 inh – human NCOA1 inhibition; 0.12% of 360,000 active; HEK293 GAL4-SRC1 luciferase reporter, luminescence; inhibition, % at 3.6 µM; Q15788;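 active = inhibition above the campaign mean plus 3 SD, with each screening campaign given its own cutoff, cut at about 60% in these data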;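 also: 0% = DMSO treated cells and 100% = gossypol at 36 µM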
SRC3 inh – inhibits human SRC3 coactivator. 0.17% of 360,000 active. HEK293 GAL4-SRC3 luciferase reporter, luminescence. inhibition, % at 3.6 µM. AID 588352;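 active = inhibition above a per-campaign cutoff, the mean of all compounds plus 3 SD, cut at about 60% in these data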;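 also: 0% = DMSO-treated cells and 100% = gossypol-treated cells at 36 µM; higher means less SRC3-driven luciferase light from the GAL4 reporter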
An asterisk follows results filed as active; / = not tested or not shown. The list is partial, so the mix of outcomes need not match the whole.

NOD2-RIPK2 inh	MC4R ag barr	MC4R antagonist	NR5A2 inv ag	COUP-TFII inh	TLR9-MyD88 inh	ABHD5 PLIN5 PPI	EBV LMP1 NFkB	SRC2 inh	NCOA1 inh	SRC3 inh	SMILES
-5	-1.1	-7	-9	-3	-3	3	6	-1	-13	-4	CC1=NN(C(=O)c2cccnc2)C(O)(C(F)(F)F)C1 (stereo not given)
-6	-2.2	5	-20	-1	-8	0	-1	1	-2	7	Cc1nc(-c2ccc(S(=O)(=O)Nc3ccc(Br)cc3F)cc2)co1
0	-0.5	-6	2	3	-12	-1	2	25	-1	-11	O=C(Nc1ccc(S(=O)(=O)N2CCCCC2)cc1)c1ccc(=O)[nH]c1
2	-1.9	14	4	7	2	2	-34	-13	-9	6	O=C(COC(=O)/C=C/c1cnc2ccccc2n1)NCC(F)(F)F
10	1.6	-5	-34	6	4	18	13	-25	-29	0	CCC1CCCCN1CCCNC(=O)c1ccc(/C=C2/Sc3ccccc3NC2=O)cc1 (stereo not given)
-16	-1.9	11	19	-5	18	-3	16	-24	-4	-3	CCOC(=O)c1sc(C)c2c(=O)n(CCc3ccccc3)nnc12
-8	-1.1	2	5	-5	-9	1	1	-3	-7	-4	COc1ccc(-c2nc3n(n2)C(c2ccncc2)C(C(N)=O)=C(C)N3)cc1 (stereo not given)
12	-2.4	0	-153	-11	10	1	17	-54	-127	-110	CCN(CC)c1ccc2cc(-c3nnc(-c4ccccc4)o3)c(=O)oc2c1
1	-2.4	-47	-6	35	-5	7	5	18	18	18	COC(=O)c1[nH]c2ccccc2c1NC(=O)CN1CCN(C/C=C/c2ccccc2)CC1
4	-1.1	3	-4	18	4	-3	11	-45	-3	-7	COc1cc(/C=C2/SC(=S)N(Cc3ccccc3)C2=O)cc(Cl)c1O
15	-1.9	5	-8	10	-2	5	6	14	-44	-5	COCCn1c(-c2ccc(-c3ccc([N+](=O)[O-])cc3Br)o2)nc2c1c(=O)[nH]c(=O)n2CC(C)C
-5	-1.3	4	9	11	-7	6	-1	-23	12	2	COC(=O)C1=C(N)c2c(F)cccc2C1(C#N)c1ccccc1 (stereo not given)
5	-5.7	-3	12	13	1	3	6	6	-3	5	O=C(OCC(=O)N1CCCc2ccccc21)c1cnc(Cl)c(Cl)c1
-1	-0.4	-7	-18	-4	-2	2	1	-3	-2	3	CC(=O)c1cc(CN2C(=O)CCC2=O)cs1
9	-1.5	10	7	12	/	23*	/	5	3	10	C=CCN1C(=O)/C(=C/C(=O)OC)S/C1=N\NC(=O)c1ccccc1
-5	-1.1	5	-11	3	6	-8	-2	-22	-16	4	COc1cc(C(=O)NCCOc2ccccc2)cc(OC)c1OC
-2	1.8	17	-7	11	-12	2	-2	1	-3	7	Cc1cc(C)nc(N2CCC(C(=O)Nc3ccc4c(c3)OCO4)CC2)n1
-4	2.1	-1	9	14	-9	-4	8	-37	7	3	Cc1ccc(Cn2cnc3c(cnn3-c3ccc(F)cc3)c2=O)cc1
-2	0.5	19	23	2	-10	-13	8	16	9	0	CCN(CCCNC(=O)C1CCN(S(=O)(=O)N2CCC3(CC2)OCCO3)CC1)c1ccccc1
-5	0.4	8	3	8	-2	2	-5	11	-1	11	CCOC(=O)CN(C(=O)Cn1nnc2ccccc21)C(C(=O)NCCOC)c1ccccc1C (stereo not given)
-5	-1.0	6	-6	-3	3	3	-1	-14	-20	13	CC1(c2ccccc2)CC(c2ccccc2)=Nc2nonc2N1 (stereo not given)
0	-1.5	-1	-1	-2	-3	0	6	11	3	22	O=C(C1CCC1)N1CCC(c2nc3c(nnn3Cc3c(F)cccc3Cl)c(=O)[nH]2)CC1
-3	/	/	8	-9	/	-9	/	-7	/	/	Cc1cc(C)c2cc(C#N)c(NCCCN)nc2c1
-1	-2.8	3	9	9	3	-2	1	-2	11	10	COCC(=O)N1CCN(c2cccc(C(F)(F)F)c2)CC1
-7	0.5	10	-40	-12	-9	6	-1	-13	-18	0	COc1ccc(Cl)cc1NC(=O)C/C(C)=N/NC(=O)c1ccccc1Cl
-1	6.7	11	-7	-14	-1	2	9	5	-13	-15	Cc1cccc(C)c1NC(=O)CSc1nc(COc2ccccc2)nc2ccccc12
-7	1.3	5	10	-5	-5	10	0	17	-5	1	C[C@H]1CN([C@@H](C)CO)C(=O)CCCn2cc(nn2)CO[C@@H]1CN(C)C(=O)Nc1ccnc(N2CCOCC2)c1
-1	-0.9	-3	9	0	2	3	-1	-36	11	-1	COC(=O)C1=C(C)N(CCCC(=O)O)C(=O)NC1c1ccc(Cl)cc1 (stereo not given)
7	-1.0	3	-1	5	-9	0	9	-25	5	-1	CCOc1ccccc1NC(=O)N1CCCN(c2ncccc2C#N)CC1
6	0.6	4	-7	-11	4	3	-7	5	-24	-10	Cc1ccc(C(=O)O/N=C(\N)c2ccc(C(F)(F)F)cn2)cc1
-11	1.6	0	4	8	-9	-2	-1	-11	-14	-2	Cc1ccc(C)c(NC(=S)N(CCc2nc3cc(C)c(C)cc3[nH]2)Cc2cccnc2)c1
-1	-1.0	2	4	-3	0	-1	6	-20	0	13	CS(=O)c1ccccc1-c1nc(-c2cc(C(F)(F)F)cc(C(F)(F)F)c2)no1 (stereo not given)
-11	/	/	11	3	/	10	/	-3	7	-14	C=CCN(CC=C)Cc1cc(=O)oc2cc(OC)ccc12
-3	-1.2	22	-18	-8	-2	6	-2	-1	0	8	C[C@H](NS(=O)(=O)c1ccccc1F)C(=O)OCC(=O)Nc1ccc2c(c1)OCCO2
-1	0.3	1	3	6	/	1	/	0	-16	5	Cc1ccccc1S(=O)(=O)NC(=O)C1(C)CCN1C(=O)c1cccc2ccccc12 (stereo not given)
-8	-1.1	2	-88	-55	0	4	-8	-40	-91	-32	O=C(NNC(=S)Nc1ccccc1)c1cccs1
-10	-1.1	3	15	-5	-2	-2	8	-19	-14	-4	O=C(c1csc2ccccc12)N1CCCCCC1
-2	-2.2	-2	18	3	-15	6	9	30	9	12	Cc1ccccc1N1CCN(C2CCCN(C(=O)c3cn4cccc(C)c4n3)C2)CC1 (stereo not given)
-3	0.3	2	-14	-4	-5	0	-5	-7	-26	-23	CCC(C)N(C)C(=O)c1cc2ccccc2c(-c2ccccc2Cl)n1 (stereo not given)
-4	-3.1	0	0	-4	6	-1	1	15	-25	11	CC(Oc1ccc(F)cc1F)C(=O)NNC(=S)NCC1CCCO1 (stereo not given)
-2	0.2	-18	14	-22	-16	2	1	-14	2	14	COC(=O)C1=C(C)NC2=C(C1c1ccc(O)cc1)S(=O)(=O)c1ccccc12 (stereo not given)
6	-1.4	-2	32	-3	5	6	-2	4	11	12	Cc1c(NC(=S)NC(=O)c2cccc([N+](=O)[O-])c2)c(=O)n(-c2ccccc2)n1C
-11	4.2	-4	4	-5	0	19	-6	9	20	6	O=C(O)c1ccc(-n2cccn2)c([N+](=O)[O-])c1
6	-1.2	-3	-16	8	3	-2	28	-13	-32	-5	N/C(=N\OC(=O)Cc1ccc([N+](=O)[O-])cc1)c1ccccn1
-4	7.9	10	1	4	5	-1	4	-12	-2	-14	Cc1cc2c(cc1C)CSC(c1ccccc1OC(=O)C(C)C)SC2
1	0.4	0	-36	-1	6	-4	-11	-28	-13	-8	CCOC(=O)N1CCN(C(=O)c2ccc3nc(N4CCC(C)CC4)sc3c2)CC1
0	/	/	-17	-1	/	-6	/	-13	14	1	CCCCN(CCCC)Cc1cc(=O)oc2cc(C)cc(C)c12
1	-0.1	28	-14	-1	-15	-4	-7	-31	-16	4	CCC(C)n1c(/C=C/c2ccccc2)nc2ccccc21 (stereo not given)
4	-0.1	2	20	36	2	0	20	37	8	23	Cc1nn(-c2ccccc2)c(C)c1NC(=O)COc1ccc(Cl)cc1Cl
8	0.0	0	4	9	-4	10	0	-6	-19	12	COc1ccc(-c2ccc(CN3C(C)C(=O)N(Cc4cn(CCC5OCCCO5)nn4)CCS3(=O)=O)cc2)cc1 (stereo not given)
-13	0.6	-5	6	-16	-3	11	-1	-17	9	0	CC(C)(CNC(=O)c1cc(Cl)c(O)c(Cl)c1)N1CCCCC1
-14	-2.2	-10	13	-7	8	1	4	18	-20	-4	CCCCN(C(=O)c1ccc(NC2CC2)c([N+](=O)[O-])c1)c1c(N)n(CCCC)c(=O)[nH]c1=O
8	-1.3	6	-16	-2	-8	2	-6	1	-4	4	Cc1ncoc1C(=O)N1CCCC(C(=O)c2ccc(-c3ccccc3)c(F)c2)C1 (stereo not given)
-17	-1.0	1	-6	3	/	0	/	11	6	-10	CN1C(=O)c2cccc3c(Br)ccc(c23)C1=O
0	0.8	-11	-87	-45	-12	-7	-44	-18	-65	-92	Cc1cc([N+](=O)[O-])ccc1NC(=O)c1csc(C)c1C
-4	2.1	6	5	-6	1	-12	2	-10	14	-15	Cc1cccc(C2NC(c3cccc(C)c3)C(C)C(=O)C2C)c1 (stereo not given)
-4	0.7	0	-84	-17	-1	-7	2	-19	-68	-39	Cc1ccc2oc(-c3cccc(NC(=O)/C=C/c4cccc([N+](=O)[O-])c4)c3C)nc2c1
-12	1.0	4	23	5	5	4	5	-13	-3	-28	COC(=O)N1[C@H](C)C=C[C@]1(Cc1ccccc1)C(=O)O
-1	-0.1	-4	8	-13	-3	2	-12	-27	4	-8	Cc1ccc(S(=O)(=O)N2CCN(C(=O)c3cc(C4CC4)nn3-c3ccccc3)CC2)cc1
3	0.3	16	16	-16	7	1	-1	16	-8	-17	CCCN(CC(=O)Nc1ccccc1C)C(=O)COC(=O)CSc1ccc([N+](=O)[O-])cc1

Random excerpt: 2 compounds from above.
NOD2-RIPK2 inh	MC4R ag barr	MC4R antagonist	NR5A2 inv ag	COUP-TFII inh	TLR9-MyD88 inh	ABHD5 PLIN5 PPI	EBV LMP1 NFkB	SRC2 inh	NCOA1 inh	SRC3 inh	SMILES
-4	2.1	6	5	-6	1	-12	2	-10	14	-15	Cc1cccc(C2NC(c3cccc(C)c3)C(C)C(=O)C2C)c1 (stereo not given)
-11	4.2	-4	4	-5	0	19	-6	9	20	6	O=C(O)c1ccc(-n2cccn2)c([N+](=O)[O-])c1

Additional structures
NOD2-RIPK2 inh	MC4R ag barr	MC4R antagonist	NR5A2 inv ag	COUP-TFII inh	TLR9-MyD88 inh	ABHD5 PLIN5 PPI	EBV LMP1 NFkB	SRC2 inh	NCOA1 inh	SRC3 inh	SMILES
-7	2.7	-10	-8	-10	5	18	18	15	3	6	O=C(CSc1nc(-c2ccco2)cc(C(F)(F)F)n1)Nc1ccc2c(c1)CCC2
11	-0.4	10	-5	-14	-4	8	-4	-38	-17	-3	CSc1ccccc1NC(=O)CN1C(=O)C2CC=CCC2C1=O (stereo not given)
1	2.1	11	2	1	2	-1	-40	19	-44	-3	C=CCOc1ccc2ccccc2c1CNc1ncn[nH]1
3	0.3	13	8	-1	9	-3	-4	-2	-25	-5	C=CCN1C(=O)C(CC(=O)NCC)SC1=Nc1cc(Cl)ccc1Cl (stereo not given)
-12	/	/	2	9	/	-7	/	27	/	/	CN(Cc1ccccc1)C(c1cc2ccccc2o1)c1nnnn1C(C)(C)C (stereo not given)
